# TRHR PAM = allosterically enhances the human TRH receptor; P34981; enhancement, % at 2 µM; AID 493056; 0.66% of 360,000 active; TRHR cells, fluo-8 calcium fluorescence, EC20 TRH enhancement; in the data active = enhancement above about 30%; note: 0% is about no effect
#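 TRHR-expressing cells loaded with fluo-8 calcium dye were read kinetically (ex 480/em 530) during compound addition, then stimulated with an EC20 of TRH (10 nM final). Enhancement of the Gq-mediated intracellular calcium response was scored.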
# rTrxR1 inhibitor = rat TrxR1 inhibition. recombinant rTrxR1, NADPH fluorescence consumption, selenite substrate. Potency, µM (titrated, usually from 114 µM), without a hit: at the highest dose activity change, negative = inhibition, actives largely listed as inhibitors. 1% of 390,000 active; note: potency is the fitted concentration of half-maximal effect; % is set by controls: 0 for no effect and ±100 for the full control effect; nearly all actives have a fitted effect of over 65% in size
# Target sequence (O89049 whole entry, looked up): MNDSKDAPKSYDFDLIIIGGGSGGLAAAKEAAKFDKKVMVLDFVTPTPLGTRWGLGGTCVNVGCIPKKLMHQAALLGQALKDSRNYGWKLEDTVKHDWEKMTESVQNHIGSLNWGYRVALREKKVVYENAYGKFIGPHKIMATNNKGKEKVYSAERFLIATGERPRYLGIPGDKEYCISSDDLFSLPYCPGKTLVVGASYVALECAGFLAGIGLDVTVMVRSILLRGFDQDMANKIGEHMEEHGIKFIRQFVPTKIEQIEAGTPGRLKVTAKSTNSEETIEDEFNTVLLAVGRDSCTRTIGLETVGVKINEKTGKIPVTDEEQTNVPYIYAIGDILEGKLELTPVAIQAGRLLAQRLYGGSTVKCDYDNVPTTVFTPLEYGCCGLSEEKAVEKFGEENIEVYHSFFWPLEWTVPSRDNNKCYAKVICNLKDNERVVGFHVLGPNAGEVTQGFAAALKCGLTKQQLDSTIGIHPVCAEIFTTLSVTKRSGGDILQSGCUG
#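 Rat TrxR1 (90 nM in the dispensed reagent) was pre-reduced with 400 uM NADPH for 5 min at room temperature, then incubated with compound for 15 min. After 400 uM selenite was added, NADPH fluorescence (Ex 340/Em 450 nm) was followed for 8 min.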
# TRHR agonist = TRH receptor (human) agonism; P34981; TRHR cells, calcium flux fluo-8, FDSS agonist mode; activation, % at 2 µM; 0.18% of 360,000 active; AID 493084; in the data active = activation above about 30%; note: 0% is about no effect
#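 In this calcium-flux screen, cells bearing human TRHR are dye-loaded with fluo-8, baselined for 10 cycles, then exposed to library compounds; positive kinetic calcium responses during the agonist phase mark hits, with TRH as control.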
# Pin1 inh = human Pin1 inhibition | Q13526 | Pin1 FP peptide displacement, HiFluor488, 10 min | Potency, µM (titrated, usually from 115 µM), for the others: at the highest dose activity, negative = inhibition, hits mostly inhibitors | 0.009% of 390,000 active | AID 504891; active = well fitted inhibition curve with a large enough effect in the polarisation, with a control signal flat, not every such curve was filed as active; inconclusive = small, poorly fitted or top-dose-only effect, or effect the other way, or a change in a side signal; inactive = no such curve, though single readings can be large or run the other way; the % refers to the polarisation; note: potency is the fitted concentration of half-maximal effect; % is set by controls: 0 for no effect and ±100 for the full control effect
# Target sequence (Q13526 whole entry, looked up): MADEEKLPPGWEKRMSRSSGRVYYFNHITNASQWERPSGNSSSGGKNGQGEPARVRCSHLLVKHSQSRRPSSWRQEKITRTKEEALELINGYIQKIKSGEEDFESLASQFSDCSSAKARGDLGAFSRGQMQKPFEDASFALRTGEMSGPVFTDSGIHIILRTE
# D2 antagonist = antagonizes the human D2 dopamine receptor. P14416. HEK293 TREx D2 cells, calcium flux, dopamine EC80. inhibition, % at 10 µM. 2% of 340,000 active; in the data active = inhibition above about 30%; note: 0% is about no effect
#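 Tetracycline-induced HEK293 T-REx cells expressing D2 force-coupled to calcium signalling were dye-loaded, exposed to compound for 180 s, then challenged with an EC80 of dopamine; calcium flux was followed kinetically for a further 180 s.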
# IDH1 R132H inh = human IDH1 R132H inhibition. Potency, µM (series often up to 76.6 µM), for the others: at the top dose activity change, negative = inhibition, hits mostly inhibitors. IDH1-R132H enzyme, NADPH consumption, diaphorase/resazurin fluorescence. O75874. 0.093% of 390,000 active. AID 602179; note: potency is the fitted concentration of half-maximal effect; % is set by controls: 0 for no effect and ±100 for the full control effect; nearly all actives have a fitted effect of over 65% in size
# Target sequence (O75874 whole entry R132H, stated change not applied): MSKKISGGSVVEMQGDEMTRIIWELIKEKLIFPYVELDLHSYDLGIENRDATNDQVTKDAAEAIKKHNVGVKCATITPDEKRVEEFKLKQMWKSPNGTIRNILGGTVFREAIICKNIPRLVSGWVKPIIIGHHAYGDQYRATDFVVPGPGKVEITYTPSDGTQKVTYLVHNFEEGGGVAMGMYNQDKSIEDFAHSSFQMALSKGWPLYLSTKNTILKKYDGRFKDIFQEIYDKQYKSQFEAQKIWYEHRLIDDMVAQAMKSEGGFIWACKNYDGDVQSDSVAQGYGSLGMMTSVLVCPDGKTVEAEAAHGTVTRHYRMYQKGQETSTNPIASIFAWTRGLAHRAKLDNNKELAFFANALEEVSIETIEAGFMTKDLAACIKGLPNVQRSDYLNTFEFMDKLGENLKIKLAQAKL
#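 IDH1-R132H (0.5 ug/mL dispensed) in pH 7.5 Tris buffer was preincubated 30 min with compound, then given a substrate mix of 0.016 mM NADPH and 2 mM alpha-KG for 80 min at room temperature; remaining NADPH was read by diaphorase/resazurin fluorescence.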
# USP1-UAF1 inh = USP1/UAF1 (human) deubiquitinase inhibition; recombinant USP1/UAF1, Ub-Rhodamine cleavage fluorescence; Potency, µM (doses to about 57.1 µM), inactives show at the highest dose activity change, negative = inhibition, usual class: inhibitors; 0.23% of 390,000 active; AID 743255; note: potency is the fitted concentration of half-maximal effect; % is set by controls: 0 for no effect and ±100 for the full control effect; nearly all actives have a fitted effect of over 60% in size; inactives centre near -12
#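 Step one: compound is pinned into 1nM USP1/UAF1 in HEPES pH 7.8 buffer with TCEP. Step two: 15 min room-temperature incubation. Step three: Ub-Rho (150nM final) starts cleavage, tracked by fluorescence over six one-minute reads.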
# TrxR1 substrate = substrates of rat thioredoxin reductase 1 | purified TrxR1 substrate turnover, NADPH consumption readout | Potency, µM (top dose mostly 114 µM), for inactives: at the top dose activity change, negative = substrate turnover | 0.01% of 390,000 active; note: potency is the fitted concentration of half-maximal effect; % is set by controls: 0 for no effect and ±100 for the full control effect; nearly all actives have a fitted effect of over 50% in size
#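 Rat TrxR1, dispensed at 90 nM, was prereduced with 400 uM NADPH (final) for 5 min at ~22 deg C, then incubated with compound 15 min before 400 uM selenite. A first-read NADPH fluorescence drop versus no-compound background flagged substrates.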
# D2 agonist = D2 dopamine receptor (human) agonism | HEK293 T-REx D2 cells, calcium flux agonist mode | activation, % at 2 µM | 0.53% of 340,000 active;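 active = activation over 3 SD above normal in the single-dose calcium agonist read, cut at about 30% in these data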; note: 0% is about no effect
#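 Tetracycline-induced HEK293 Trex cells with D2 receptor force-coupled to calcium signaling, plated overnight at 30 C and loaded with no-wash calcium dye. Calcium flux read kinetically for 180 s after compound addition; responses flag agonists.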
# Numbers without * were called inactive; ? = inconclusive; . = not tested or not shown; & = joins results of further samples; [ ] = remark or other dose. Unless noted, calls come from the whole dose curve; as a rule, active = well fitted inhibition curve with a large enough effect; inconclusive = small, poorly fitted or top-dose-only effect; inactive = no such curve, though single readings can be large or run the other way.
SMILES,TRHR PAM,rTrxR1 inhibitor,TRHR agonist,Pin1 inh,D2 antagonist,IDH1 R132H inh,USP1-UAF1 inh,TrxR1 substrate,D2 agonist
Cc1ccc(C2CC(c3ccccc3)=NN2C(=O)CSc2nnc(-c3ccncc3)n2C)o1 (stereo not given),-2,-16%,0.4,1%,7,2%,-4%,-11%,2.3
CN(C)C(CNC(=O)c1cccc(S(=O)(=O)N(C)C)c1)c1ccccc1 (stereo not given),-1,-14%[57.1 µM],-0.6,0%,4,5%,-5%,-7%[57.1 µM],-0.3
CCOC(=O)C1CCN(S(=O)(=O)c2ccc3c4c2CC(=O)N4CC(C)S3)CC1 (stereo not given),6,-13%,0.3,1%,-20,2%,-18%,-1%,0.8
C=CCn1c(C)cc(C(=O)COC(=O)C2CC(=O)N(Cc3ccccc3)C2)c1C (stereo not given),-5,-17%,-1.7,-4%,2,3%,-13%,-7%,-0.3
O=C(O)CC1(CC(=O)N2CCC(C(=O)O)CC2)CCCC1,5,11%,0.7,-6%,12,2%,-14%,6%,0.7
COc1ccc2oc(=O)c(C(=O)N3CCN(C(=O)c4ccccc4)CC3)cc2c1,1,22%,0.0,-10%,-11,0%,-4%,112%[activator],0.1
O=C(c1cc(-c2ccccc2Cl)nc2ccc(Br)cc12)N1CCN(c2ccccn2)CC1,.,5%,.,3%,.,8%,-15%,0%,.
CC(=O)C1=C(O)C(=O)OC1c1ccc(C)cc1 (stereo not given),-4,-22%,-0.9,-7%,20,-13%,-22%,-17%,-1.1
COCc1ccc(C(=O)Nc2ccccc2C(=O)NCc2cccnc2)cc1,20,23%[57.1 µM],0.0,3%,3,2%,-18%,8%[57.1 µM],0.2
Cn1c(=O)c2c(SCC(=O)N3CCCC3)nc(-c3ccccc3)nc2n(C)c1=O,18,-3%,0.9,5%,0,3%,-17%,-6%,0.3
CCOc1cc(-c2nnc(-c3ccco3)o2)cc(OCC)c1OCC,3,3%,-0.1,7%,6,1%,-12%,28%,0.5
O=C(N/N=C/c1cn(-c2ccccc2)nc1-c1cccs1)c1ccc(Cl)cc1,5,13%,0.6,3%,-7,-2%,-5%,16%,-0.5
COc1ccc(NS(=O)(=O)c2cccc(C(=O)O)c2)cc1S(=O)(=O)N1CCCCC1,.,19%,.,-7%,.,0%,-2%,-1%,.
Cc1cc2ccccn2c1C(=O)c1ccc(F)cc1,-2,5%,-0.9,-3%,-13,8%,-13%,-1%,1.2
Cc1ccc2nc(-c3ccncc3)c(Nc3ccccc3)n2c1,10,-1%&-2%,-0.2,-9%&1%,1,-4%,1%,6%&0%,-1.1
CCCCn1c(N)c(N(CC(C)C)C(=O)c2cccc(S(=O)(=O)N(C)c3ccccc3)c2)c(=O)[nH]c1=O,-3,-3%,-0.4,8%,7,1%,-8%,-2%,0.0
Cc1cc(C)c(OCC(=O)N(C)CC(=O)Nc2ccc(N3CCOCC3)cc2)c(C)c1,4,-6%,-0.2,-6%,11,7%,-11%,-1%,0.7
O=C(COc1ccc(S(=O)(=O)N2CCCC2)cc1)N1CCN(c2ccccc2F)CC1,-3,-5%,-0.2,-1%,-2,0%,-7%,-2%,1.7
CCOc1ccc(CCNC(=O)Cn2ccc3cc(S(=O)(=O)N4CCCCCC4)ccc32)cc1,-3,19%,0.4,12%,.,4%,-20%,-1%,0.7
O=C(Cc1ccc(Cl)cc1)N/N=C/c1ccncc1,-4,18%,-1.1,1%,0,8%,-20%,3%,-1.1

# Brought forward from above: five compounds, then new ones.
SMILES,TRHR PAM,rTrxR1 inhibitor,TRHR agonist,Pin1 inh,D2 antagonist,IDH1 R132H inh,USP1-UAF1 inh,TrxR1 substrate,D2 agonist
CCCCn1c(N)c(N(CC(C)C)C(=O)c2cccc(S(=O)(=O)N(C)c3ccccc3)c2)c(=O)[nH]c1=O,-3,-3%,-0.4,8%,7,1%,-8%,-2%,0.0
Cc1cc(C)c(OCC(=O)N(C)CC(=O)Nc2ccc(N3CCOCC3)cc2)c(C)c1,4,-6%,-0.2,-6%,11,7%,-11%,-1%,0.7
O=C(COc1ccc(S(=O)(=O)N2CCCC2)cc1)N1CCN(c2ccccc2F)CC1,-3,-5%,-0.2,-1%,-2,0%,-7%,-2%,1.7
CCOc1ccc(CCNC(=O)Cn2ccc3cc(S(=O)(=O)N4CCCCCC4)ccc32)cc1,-3,19%,0.4,12%,.,4%,-20%,-1%,0.7
O=C(Cc1ccc(Cl)cc1)N/N=C/c1ccncc1,-4,18%,-1.1,1%,0,8%,-20%,3%,-1.1
COc1cc(-c2noc(C3CCCN(C(=O)c4c(F)cccc4F)C3)n2)cc(OC)c1OC (stereo not given),9,15%,-0.7,-2%,-11,12%,-21%,-2%,0.2
COc1cccc2cc(C(=O)NCCN3CCOCC3)oc12,-5,37%[activator],-0.4,-5%,0,-1%,-18%,10%,0.0
CCN1CCCC1CNC(=O)c1ccccc1Cl (stereo not given),-5,-11%[57.1 µM],0.2,-2%,.,-4%,7%,-14%,.
COc1ccc(NC(=O)C2CCN(c3nc(-c4ccc(OC)cc4)no3)CC2)cc1,7,10%[57.1 µM],0.2,3%,-11,-6%,-21%,0%[57.1 µM],-0.1
N#Cc1ccc(N2C(=O)[C@@H]3C(C(=O)C(c4ccccc4)c4ccccc4)=NN[C@@H]3C2=O)cc1,1,20%,-0.9,16%,8,3%,-7%,-3%,-0.6
CCc1ccc(OCc2nnc(SCC(=O)NCC3CCCO3)n2C)cc1 (stereo not given),2,24%,-0.3,-2%,.,3%,-8%,5%,.
O=c1oc2ccccc2cc1-c1cn(-c2ccccc2)c(=S)[nH]1,0,-4%,4.9,11%,0,1%,-17%,18%,2.9
Cc1cc(OCC(=O)OCC(=O)N2CC(C)CC(C)C2)ccc1Cl (stereo not given),1,6%,0.1,1%,-13,-1%,-19%,-3%,-0.1
O=C(COC(=O)c1nc(Cl)ccc1Cl)Nc1ccc(Cl)cc1,-4,14%,-0.7,8%,-3,5%,-23%,0%,-0.6
Cn1cccc1/C=C1\SC(=Nc2cccc(O)c2)NC1=O,-3,-9%,-0.9,26%,-13,4%,-22%,-3%,-0.8
CCN(C(=O)Cc1c(C(=O)O)n(CC)c2ccccc12)c1ccccc1C,-14,6%,0.8,0%,2,18%,-3%,2%,0.2
C/C(=N\Nc1cc(N2CCOCC2)nc(C)n1)c1ccc(F)cc1,9,18%,-1.0,2%,5,2%,-27%,2%,-0.2
CCOC(=O)c1cccc(NC(=O)CCCn2c(=O)c3cccn3c3cccnc32)c1,5,23%,1.8,1%,-9,-3%,-20%,4%,0.3
CCOc1ccc2nc(NC(=O)Nc3cccs3)sc2c1,4,14%,0.7,3%,6,7%,-28%,5%,1.7
O=C(NCc1ccccc1Cl)c1cnc(N2CCOCC2)c2ccccc12,0,15%[57.1 µM],0.2,0%,.,7%,-15%,-1%[57.1 µM],-0.3
CCOC(=O)C1CCN(c2ncnc3c2nnn3Cc2ccccc2Cl)CC1,-5,36%[activator][57.1 µM],1.4,4%,-8,9%,?,3%[57.1 µM],2.0
COC(=O)Nc1ccc2c(c1)N(C(=O)CCN1CCN3CCCC3C1)c1ccccc1S2 (stereo not given),0,6%,0.0,-7%,7,7%,-16%,2%,1.6
CCOc1ccccc1NC(=O)N1CCCC1C(=O)Nc1ccc(NC(C)=O)cc1 (stereo not given),-3,-3%,0.1,2%,-10,-1%,-12%,-7%,1.5
Cn1c(=O)n(Cc2ccccc2)c2ccccc21,-3,12%,1.8,0%,.,4%,-9%,11%[57.1 µM],.
COc1ccc(C)cc1NC(=O)CCc1ccc(S(=O)(=O)N2CCOCC2)cc1,4,10%,-0.3,7%,-7,3%,-7%,-3%,-0.5
CCCCN(CC)CCNS(=O)(=O)c1ccc2c(c1)oc(=O)n2C,4,-12%,0.3,-4%,-15,-5%,-3%,-4%,3.7
CCCCN(C)Cc1c(C(=O)N2CCc3ccccc3C2)nc2ccc(Cl)cn12,-3,2%[57.1 µM],-1.3,-8%,-12,0%,-26%,1%[57.1 µM],-0.3
Cc1ccc(S(=O)(=O)N2CCCC2)cc1[N+](=O)[O-],-8,6%,-0.8,1%,-6,-3%,-7%,-5%,0.4
CC(C)C[C@H](NC(=O)N1CCn2c1nc1ccccc12)C(=O)N[C@@H](C(=O)O)c1ccccc1,-4,9%,0.2,-3%,16,-3%,-23%,0%,0.5
COc1ccc([N+](=O)[O-])cc1NS(=O)(=O)c1ccc(Cl)c(C(=O)Nc2sc3c(c2C#N)CCCCC3)c1,3,.,0.0,.,2,.,.,.,-0.7
CCN(CC)CCCNC(=O)c1ccc2c(=O)n(CCc3ccccc3)c(=O)[nH]c2c1,4,14%,-0.2,10%,.,-10%,-24%,8%,-0.1
O=C(O)CC(CC(=O)Nc1ccc2ccccc2n1)c1ccccc1 (stereo not given),0,19%[57.1 µM],0.1,7%,-3,-3%,-10%,6%,-0.4
NS(=O)(=O)c1cc(C(=O)N2CCc3ccccc32)c(Cl)cc1Cl,10,-2%,-0.8,-6%,-5,6%,-14%,-7%,-1.2
COc1ccc(N=C2S/C(=C\c3ccc(OCC(=O)O)cc3)C(=O)N2CCc2c[nH]c3ccccc23)cc1,8,-10%,-0.7,.,5,4%,?,-5%,-3.2
O=C(c1cccc(S(=O)(=O)N2CCCC2)c1)c1cccc(S(=O)(=O)N2CCCC2)c1,-1,-16%,-0.1,5%,10,3%,-2%,-10%,-0.3
O=C(NCO)c1cccnc1,.,11%,.,-9%,.,-13%,-33%,5%,.
CCN(CC)S(=O)(=O)N1CCC(C(=O)NC2CCCC2)CC1,-5,14%,-0.6,0%,10,1%,-13%,4%,-0.3
Cn1cc(Br)c(C(=O)N/N=C/c2cc3ccccc3nc2Cl)n1,1,32%,-1.7,5%,-13,8%,-22%,4%,0.8
O=C(N/N=C1\CC(c2ccccc2)Oc2ccccc21)c1ccccn1 (stereo not given),5,14%[57.1 µM],0.4,-2%,-5,-12%,2%,6%[57.1 µM],-1.1

# Source: PubChem (National Center for Advancing Translational Sciences (NCATS))

# An excerpt. The share of hits here may be higher or lower than overall.
